ELG1 repair inh: ELG1-dependent DNA repair inhibition | HEK293T ELG1-luciferase reporter, luminescence, 16 h; DNA damage induced by 5-fluorouridine | AID 504467 | 330,000 compounds, 2.3% hits | Potency, µM (series often up to 46.1 µM), for inactives: at the highest dose activity change, negative = inhibition, usual class: inhibitors; further: potency means the concentration at half of the fitted maximal effect; on the % scale 0 is the no-effect control and ±100 the full control effect; nearly all actives have a fitted effect of over 55% in size
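HEK293T cells expressing luciferase-tagged ELG1 (2,000/well) received 5-Fluorouridine plus compound or DMSO for 16 hr at 37 °C. Luciferase was read by ONE-Glo luminescence after 30 min at room temperature.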
TRPV1 agonist: agonists of human vanilloid receptor 1 (TRPV1). AID 540275. Q8NER1. activation, % at 8.33 µM. 320,000 compounds, 0.19% hits. TRPV1-expressing cells, Fluo-8 calcium influx, agonist mode; in the data active means activation above about 80%; inconclusive means between about 30% and that limit; further: 0% is about no effect
Target sequence (Q8NER1 whole entry, looked up): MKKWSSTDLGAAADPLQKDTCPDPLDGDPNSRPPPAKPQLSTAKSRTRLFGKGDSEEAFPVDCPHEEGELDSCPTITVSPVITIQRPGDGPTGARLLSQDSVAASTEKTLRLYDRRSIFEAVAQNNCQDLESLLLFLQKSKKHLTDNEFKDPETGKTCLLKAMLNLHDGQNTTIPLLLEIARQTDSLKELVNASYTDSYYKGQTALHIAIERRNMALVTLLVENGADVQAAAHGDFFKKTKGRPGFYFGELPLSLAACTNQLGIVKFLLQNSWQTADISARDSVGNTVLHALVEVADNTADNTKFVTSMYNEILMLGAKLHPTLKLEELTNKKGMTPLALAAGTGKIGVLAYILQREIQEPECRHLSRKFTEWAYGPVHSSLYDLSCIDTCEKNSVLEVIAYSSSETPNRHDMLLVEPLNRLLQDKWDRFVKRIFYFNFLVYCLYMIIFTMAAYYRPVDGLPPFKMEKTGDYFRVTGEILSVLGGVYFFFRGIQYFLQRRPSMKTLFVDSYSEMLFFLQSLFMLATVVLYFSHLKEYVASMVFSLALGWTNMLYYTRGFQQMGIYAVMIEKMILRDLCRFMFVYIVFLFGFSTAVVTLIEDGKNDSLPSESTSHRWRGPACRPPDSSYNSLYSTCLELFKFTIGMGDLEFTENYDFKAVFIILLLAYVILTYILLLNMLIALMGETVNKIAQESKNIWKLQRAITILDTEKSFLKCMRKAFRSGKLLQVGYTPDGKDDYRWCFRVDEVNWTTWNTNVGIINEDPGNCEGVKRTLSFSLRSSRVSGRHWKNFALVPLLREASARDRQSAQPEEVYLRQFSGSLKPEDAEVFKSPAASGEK
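Cells expressing TRPV1 were dye-loaded with Fluo-8 and read kinetically: 10 s baseline, 3 min after compound (agonist portion), then 2 min after EC20 capsaicin (allosteric enhancer portion). Calcium-bound dye fluorescence at 480/520 nm.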
Rab9 prom act: activates the Rab9 promoter. 320,000 compounds, 2.8% hits. Potency, µM (titrated, usually from 9.22 µM), inactives show top-dose activation, negative = inhibition, most hits filed as activators. AID 485297. Huh7 Rab9 promoter-luciferase reporter, luminescence, 24 h; further: potency means the concentration at half of the fitted maximal effect; % of control where 0% means no effect; nearly all actives have a fitted effect of over 60% in size
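Luminescence read-out: Huh7 cells stably expressing Rab9-luciferase, treated 24 h with compound at 37 °C, then lysed with luciferase reagent for 10 min at ambient before reading.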
RORgamma inh: blocks mouse ROR gamma transcriptional activity. P51450. Drosophila S2 Gal4-RORgamma UAS-luciferase reporter, 20 h. Potency, µM (top dose mostly 53.6 µM), for the others: at the top dose activity change, negative = inhibition, actives largely listed as inhibitors. 310,000 compounds, 5.4% hits. AID 2551; further: potency means the concentration at half of the fitted maximal effect; on the % scale 0 is the no-effect control and ±100 the full control effect; nearly all actives have a fitted effect of over 60% in size
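Schneider cells (Drosophila), stable Gal4 DBD–ROR gamma + UAS-luc; 1 hr cmpd preincubation; Cu2+ induction 700 uM final; 20 hr ambient; luminescence.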
FLuc counter: inhibits or activates purified firefly luciferase, miR-21 counter-screen. P08659. purified FLuc, Km substrates, luminescence inhibition. Potency, µM (doses to about 57.5 µM), for the others: at the top dose activity change, negative = inhibition, most hits filed as inhibitors. 360,000 compounds, 6.9% hits. AID 588342;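 further: potency means the concentration at half of the fitted maximal effect; plate controls were vehicle for no effect and reference inhibitor for full effect; nearly all actives have a fitted effect of over 55% in size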
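Biochemical qHTS of compounds, final roughly 60 µM downward over six points, against 10 nM purified firefly luciferase using Km concentrations of substrates (10 uM D-luciferin, 10 uM ATP) in Tris acetate pH 7.5 buffer; luminescence output.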
NPC1 prom act: NPC1 promoter activation | Huh7 NPC1 promoter luciferase reporter, 24 h | Potency, µM (doses to about 9.22 µM), for inactives: at the top dose activation, most hits filed as activators | 320,000 compounds, 2.4% hits;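 further: potency means the concentration at half of the fitted maximal effect; % of control where 0% means no effect; nearly all actives have a fitted effect of over 60% in size; reporter is driven by a mutant NPC1 promoter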
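In 1536-well qHTS, Huh7 cells harboring an NPC1 promoter–luciferase construct received compound for 24 h; activation was quantified by luminescence following luciferase reagent addition.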
BRCA1 expr up: activators of BRCA1 expression | MCF7-BRCA1-FFLuc reporter, luminescence, 48 h; response scale: scaled: vehicle 0%, 10 µM genistein 100% | Potency, µM (highest dose often 46.1 µM), for inactives: at the top dose activation, actives largely listed as activators | 380,000 compounds, 1.1% hits | AID 624202; further: potency means the concentration at half of the fitted maximal effect; nearly all actives have a fitted effect of over 80% in size; some results filed as inactive show a strong effect at the top dose
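First, MCF7-BRCA1-FFLuc cells (2000/well) attach for 2 h; next, compounds are pin-added and incubated 48 h at 37 °C; finally, luciferase reagent is added and luminescence read after 15 min.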
ELG1 genotox: induces genotoxicity in HEK293T cells with luciferase-tagged ELG1 | HEK293T ELG1-luciferase reporter, luminescence, 16 h | Potency, µM (top dose mostly 46 µM), inactives show top-dose activity change, positive = activation, hits mostly activators | 330,000 compounds, 1.3% hits | AID 504466; further: potency means the concentration at half of the fitted maximal effect; % of control where 0% means no effect; nearly all actives have a fitted effect of over 60% in size
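ELG1-luciferase HEK293T cells, 2,000/well; compound pinned in; 16 hr, 37 °C, 5% CO2; ONE-Glo, 30 min RT; luminescence on CCD imager.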
VP16 counter: counter-screen for ROR gamma inhibitors: Gal4-VP16 reporter | AID 2546 | Potency, µM (highest dose often 53.6 µM), inactives show at the highest dose activity, negative = inhibition, usual class: inhibitors | Drosophila S2 Gal4-VP16 UAS-luciferase, luminescence, 20 h | 310,000 compounds, 3.5% hits;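 further: Gal4-VP16 expression switched on by copper sulfate through the metallothionein promoter; potency means the concentration at half of the fitted maximal effect; on the % scale 0 is the no-effect control and ±100 the full control effect; nearly all actives have a fitted effect of over 50% in size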
Tb PFK inh: inhibitors of T. brucei phosphofructokinase; O15648; T. brucei PFK, ADP-Glo luminescence; Potency, µM (titrated, usually from 57.5 µM), without a hit: top-dose activity, negative = inhibition, most hits filed as inhibitors; 330,000 compounds, 0.17% hits; AID 485367;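 further: potency means the concentration at half of the fitted maximal effect; 0% = uninhibited 1x PFK enzyme wells and -100% = no-enzyme wells; nearly all actives have a fitted effect of over 60% in size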
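PFK 1.25 nM, F6P 0.5 mM, ATP 0.1 mM, 0.1 M TEA pH 8.0, 5 mM MgCl2, 0.01% Tween20, 0.1% BSA; 45 min RT. ADP-Glo readout. qHTS titration up to 57 uM; curves fitted, compounds curve-classed.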
p53 reactivation: restores transcriptional activity of mutant p53 | H1299 p53-A138V BP100-luciferase reporter, luminescence, 24 h | Potency, µM (doses to about 92.2 µM), without a hit: at the highest dose activity change, positive = activation, actives largely listed as activators | 320,000 compounds, 0.063% hits; further: potency means the concentration at half of the fitted maximal effect; % of control where 0% means no effect; nearly all actives have a fitted effect of over 45% in size
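H1299 (p53-null), stable ts p53-A138V + BP100-Luc; 1000 cells/well, Opti-MEM/10% FBS; cpd 4 pt, 1:5; 24 h, 37 deg C, 5% CO2; detection reagent 10 min RT; luminescence.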
* = called active by the depositor; ? = inconclusive; . = no result given; [ ] = another dose, or the depositor's remark. Unless noted, the call rests on the fitted dose curve; in most records, active means well fitted curve in the direction sought with a large enough effect; inconclusive means small, poorly fitted or top-dose-only effect, or another doubt; inactive means no such curve, though single readings can be large; an effect the other way counts as inactive or inconclusive.

SMILES	ELG1 repair inh	TRPV1 agonist	Rab9 prom act	RORgamma inh	FLuc counter	NPC1 prom act	BRCA1 expr up	ELG1 genotox	VP16 counter	Tb PFK inh	p53 reactivation
CC(=O)OC(C(=O)Nc1ccccc1)C(C)S(=O)(=O)c1ccccc1 (stereo not given)	?	?	0%	-6%[10 µM]	-2%	5%	-2%	-9%	-4%	1%	11%
Cc1cccc(N2CCN(C(=S)NCc3ccco3)CC2)c1C	-7%	?	-8%	-35%	-1%	-4%	54%	-2%	-4%	-9%	?
CC(C)NC(=O)CN(C(=O)CCC(=O)Nc1nccs1)c1ccc(C(C)C)cc1	-2%	-1	-3%	20%	1%	4%	-1%	0%	1%	4%	.
O=S(=O)(NCc1nnc2c(C(F)(F)F)cc(Cl)cn12)c1ccccc1	17%	-3	-8%	-22%	1%	-3%	-7%	-1%	-1%	0%	1%
CC(C)c1csc(CN2CCN(Cc3ccc(F)cc3)C(CCO)C2)n1 (stereo not given)	-24%	-6	-16%	0%	0%	1%	-4%	-6%	-5%	-10%	-3%
NC(=O)Cn1cc(/C=N\NS(=O)(=O)c2ccc(Cl)cc2)c2ccccc21	-4%	3	-5%	-2%	3%	2%	7%	-2%	-3%	2%	-5%
O=C(NS(=O)(=O)c1ccccc1)c1ccccc1	0%	1	-1%	2%	2%	1%	-1%[1.84 µM]	0%	-3%	-1%	-2%
CCOc1ccc2nc(NC(=O)CN3C(=O)C4CCCCC4C3=O)sc2c1 (stereo not given)	?	12	21%	.	6µM*	22%	57%	6%	.	3%	?
CCOc1ccc(/C=C/C(=O)N(C)CC(=O)Nc2cccc(F)c2)cc1OCC	10%	18	2%	.	-1%	1%	1%	17%	.	-3%	6%
CCCCSc1nc2sc3c(c2c(=O)n1-c1ccc(OC)cc1)CCN(C)C3	14%	5	-7%	-11%	-2%	-2%	-49%	-3%	-5%	-8%	-3%
O=C(CC1C(=O)NCCN1C(=O)Nc1ccc(F)cc1F)Nc1cc(Cl)ccc1Cl (stereo not given)	0%	-6	-4%	9%	-4%	5%	-12%	-1%	-35%	-7%	-4%
C=CCn1c(SCC(=O)NCC2CCCO2)nnc1C1CCCCC1 (stereo not given)	0%	0	-1%	-12%	15%	-3%	-3%	-2%	-15%	-1%	3%
CC(C)(C)c1nnc(SCC(=O)Nc2ccc(N3CCCCC3)cc2)n1N	?	-2	?	.	?	?	4µM*	13%	.	11%	?
CCOC(=O)N1CCN(CC(=O)Nc2ccc(C)c(Br)c2)CC1	1%	5	-4%	0%	0%	-3%	-12%	-1%	1%	-4%	-2%
O=C(Nc1ccc([N+](=O)[O-])cn1)c1cc(-c2cccc(Cl)c2)nc2ccccc12	-19%	16	-2%	-2%	-19%	-2%	-43%	-7%	4%	-5%	0%
COc1ccc(O)c(/C=N/NC(=O)CCC(=O)Nc2ccc(F)cc2)c1	-11%	?	-3%	11µM*	-6%	-2%	-52%	-3%	-16%	-1%	4%
O=C(CN1CCN(Cc2ccccc2)CC1)N/N=C\C=C/c1ccco1	?	0	13%	-12%	0%	1%	-31%	0%	0%	0%	8%
Cc1ccc(S(=O)(=O)N(CC(=O)N2CCOCC2)c2ccccc2F)cc1	1%	19	-2%	-23%	-1%	-1%	1%	-1%	2%	-7%	-2%
Cn1nc(C(=O)NNC(=O)C(CCC(N)=O)NS(=O)(=O)c2ccc(Cl)cc2)c2ccccc2c1=O (stereo not given)	?	0	-4%	.	0%	-2%	-13%	-1%	.	-5%	13%
CC(=O)c1sc2nc(CSc3nncn3C)[nH]c(=O)c2c1C	9%	-3	14%	18%	1%	-5%	0%	3%	-18%	0%	1%
COc1ccc(C(C(=O)NC2CCCCC2)N(C(=O)c2sc(C)nc2C)c2ccc(OC)cc2)cc1 (stereo not given)	1%	-4	-1%	22%	-14%	2%	-37%	-1%	0%	-3%	-1%
c1ccc(Cn2cc(CN3CCCO3)c(-c3ccc4c(c3)OCO4)n2)cc1	-3%	8	5%	4%	5%	3%	4%	1%	5%	0%	-1%
Clc1cccc(Cl)c1CON/C=N/c1ncnc2sccc12	?	9	-7%	?	0%	-6%	5%	-5%	?	2%	-4%
O=C(NCC(c1ccco1)N1CCc2ccccc2C1)c1cccc([N+](=O)[O-])c1 (stereo not given)	-9%	14	0%	.	0%	1%	-9%	-2%	.	0%	2%
CC(SCc1ccccc1)C(=O)N/N=C/c1cccs1 (stereo not given)	13%	24	-3%	?	2%	-3%	0%	-1%	?	-1%	0%
SMILES	ELG1 repair inh	TRPV1 agonist	Rab9 prom act	RORgamma inh	FLuc counter	NPC1 prom act	BRCA1 expr up	ELG1 genotox	VP16 counter	Tb PFK inh	p53 reactivation
O=C(O)c1nn(-c2ccccc2C(F)(F)F)cc1O	-10%	-2	-10%	0%	5%	-1%	6%	1%	-1%	0%	2%
COc1ccc(C(=O)NCc2ccccc2)cc1S(=O)(=O)N1CCCc2ccccc21	-21%	0	9%	25%	-4%	10%	-60%	1%	3%	0%	1%
O=C(COC(=O)c1cc([N+](=O)[O-])ccc1NCc1ccccc1Cl)NCC(F)(F)F	?	0	-5%	16%	0%	1%	-20%	-3%	-13%	0%	?
Cc1cccc(C)c1NC(=O)C(C)Sc1nnc(C)n1CC1CCCO1 (stereo not given)	1%	3	0%	0%	1%	-5%	-2%	0%	-3%	0%	8%
CCOC(=O)c1ccc(NC(=O)N2CCN(S(C)(=O)=O)CC2)cc1	8%	22	-6%	19%[0.365 µM]	3%	-1%	1%	-1%	.	-5%	-11%
Cc1ccccc1CCN(CC(=O)NC1CCCCC1)C(=O)c1csnn1	6%	3	-5%	27%	-3%	-3%	-21%	-3%	-14%	0%	7%
CC(C)c1ccc(-c2nn[nH]n2)cc1	?	0	?	-7%	6µM*	?	92%	-1%	-9%	0%	?
CC(=O)c1cccc(NC(=O)Nc2ccc3c(c2)N(C)C(=O)CS3)c1	13µM*	15	-10%	-24%	15µM*	1%	-3%	-31%[inhibitor]	6%	-2%	-21%
C=CC(=C)CC(NC)c1ccccc1 (stereo not given)	0%	-1	-10%	-10%	-1%	0%	-1%	2%	-4%	13%	-1%
CC(/C=C1\SC(=O)N(CC(=O)Nc2cccc(O)c2)C1=O)=C\c1ccccc1	-22%	18	0%	25%	-2%	4%	3%	-5%	5%	-3%	-1%
O=C(Nc1cccc(C(=O)O)c1)/C(=C\C=C\c1ccccc1)NC(=O)c1ccccc1	2%	4	-4%	9%	13µM*	-1%	0%	-2%	-3%[10 µM]	4%	15%
Cc1nc2ccccn2c1C(=O)/C=C/c1ccc(F)cc1	?	-5	?	8.9µM*	3µM*	2.8µM*	?	6%	?	2%	?

Complete entries as entered above:
Entry for `CC(=O)c1cccc(NC(=O)Nc2ccc3c(c2)N(C)C(=O)CS3)c1` : ELG1 repair inh: 13µM*; TRPV1 agonist: 15; Rab9 prom act: -10%; RORgamma inh: -24%; FLuc counter: 15µM*; NPC1 prom act: 1%; BRCA1 expr up: -3%; ELG1 genotox: -31%[inhibitor]; VP16 counter: 6%; Tb PFK inh: -2%; p53 reactivation: -21%
Entry for `Cc1ccccc1CCN(CC(=O)NC1CCCCC1)C(=O)c1csnn1` : ELG1 repair inh: 6%; TRPV1 agonist: 3; Rab9 prom act: -5%; RORgamma inh: 27%; FLuc counter: -3%; NPC1 prom act: -3%; BRCA1 expr up: -21%; ELG1 genotox: -3%; VP16 counter: -14%; Tb PFK inh: 0%; p53 reactivation: 7%
Entry for `Cc1nc2ccccn2c1C(=O)/C=C/c1ccc(F)cc1` : ELG1 repair inh: ?; TRPV1 agonist: -5; Rab9 prom act: ?; RORgamma inh: 8.9µM*; FLuc counter: 3µM*; NPC1 prom act: 2.8µM*; BRCA1 expr up: ?; ELG1 genotox: 6%; VP16 counter: ?; Tb PFK inh: 2%; p53 reactivation: ?
